Compound activity from PubChem BioAssay.
Rad51 HR inh: Rad51 (human) homologous recombination inhibition | hRad51 DNA strand exchange, fluorescence dequenching | actives 0.085% (n = 200,000) | inhibition, % at 10 µM | Q06609;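 active means inhibition above 40% at the single screening dose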;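 further: 0% = DMSO control wells and 100% = blanks with heterologous ssDNA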
Target sequence (Q06609 whole entry, looked up): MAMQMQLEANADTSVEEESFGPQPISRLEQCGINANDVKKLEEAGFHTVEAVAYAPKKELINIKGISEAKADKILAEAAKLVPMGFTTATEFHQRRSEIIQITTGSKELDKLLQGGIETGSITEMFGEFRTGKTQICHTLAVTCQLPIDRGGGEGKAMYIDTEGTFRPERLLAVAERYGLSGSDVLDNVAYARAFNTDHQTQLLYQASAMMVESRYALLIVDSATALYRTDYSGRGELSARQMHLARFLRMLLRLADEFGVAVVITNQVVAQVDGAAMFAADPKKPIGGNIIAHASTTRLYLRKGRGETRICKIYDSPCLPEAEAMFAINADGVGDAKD
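material = hRad51 filaments on single-stranded DNA | reagent = Donor/quencher-labelled 47-bp dsDNA substrate | compound = 10 µM final, single point | schedule = strand-exchange reaction 15 min at room temperature | measured by = fluorescein emission 520 nm, excitation 485 nm | read-out basis = % inhibition versus plate control and blank means | benchmarks = plate controls and plate blanks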
eIF4E 4G PPI: blocks eIF4E binding to eIF4G. P63073+Q04637. TR-FRET eIF4E-eIF4GI(517-606) binding, 2 h. inhibition, % at 21.7 µM. actives 0.37% (n = 220,000);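 further: 0% = full FRET control wells and 100% = background wells lacking eIF4GI fragment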
Furin inhibitor: blocks human furin protease activity; P09958; purified furin, fluorogenic substrate cleavage; inhibition, % at 30 µM; actives 0.061% (n = 220,000); AID 463115; in the data active means inhibition above about 25%; further: inactives centre near -15
Target sequence (P09958 108-714 limits assumed): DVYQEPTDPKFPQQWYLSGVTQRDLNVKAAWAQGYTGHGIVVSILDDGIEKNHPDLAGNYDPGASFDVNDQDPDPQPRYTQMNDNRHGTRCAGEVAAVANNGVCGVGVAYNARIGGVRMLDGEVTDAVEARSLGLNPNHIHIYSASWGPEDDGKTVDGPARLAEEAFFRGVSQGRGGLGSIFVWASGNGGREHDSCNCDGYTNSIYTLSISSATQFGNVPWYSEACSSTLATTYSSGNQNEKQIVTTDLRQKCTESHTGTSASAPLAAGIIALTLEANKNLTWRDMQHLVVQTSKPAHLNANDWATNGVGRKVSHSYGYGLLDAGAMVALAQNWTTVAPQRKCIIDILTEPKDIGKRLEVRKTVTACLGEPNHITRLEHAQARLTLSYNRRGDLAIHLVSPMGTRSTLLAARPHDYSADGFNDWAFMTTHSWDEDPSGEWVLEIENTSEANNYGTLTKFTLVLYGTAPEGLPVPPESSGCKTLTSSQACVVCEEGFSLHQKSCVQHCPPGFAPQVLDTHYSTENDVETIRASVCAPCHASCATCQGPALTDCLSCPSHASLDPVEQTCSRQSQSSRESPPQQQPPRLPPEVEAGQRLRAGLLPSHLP
hK5 inh: kallikrein 5 (human) inhibition | Q9Y337 | recombinant hK5, fluorogenic AMC substrate cleavage | inhibition, % at 5 µM | actives 0.59% (n = 210,000) | AID 873;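 active means inhibition of 40% or more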;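 further: 0% = enzyme controls without compound and 100% = no-enzyme blanks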
p47phox inh: blocks human p47phox regulatory protein of NADPH oxidases. AID 1274. p47phox/p22phox peptide binding, fluorescence polarization, 2 h. actives 0.53% (n = 220,000). inhibition, % at 24.7 µM;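 further: 0% = p47phox with labelled peptide and 100% = labelled peptide alone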
Cl transport mod: KCC2 (human) Cl- transport modulation. Q9H2X9. AID 1456. B-score of Tl+ flux slope (higher = more flux/activation; lower = inhibition) at 10 µM. actives 2.2% (n = 190,000). KCC2 cells, thallium flux FluoZin-2 fluorescence;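 active means thallium flux slope and its plate-corrected score both differing from the plate sample mean at a set confidence after two filtering rounds, in either direction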;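 further: slope of fluorescence scaled to starting intensity during 10 to 20 s after thallium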
EBV gp42 block: blocks Epstein-Barr virus glycoprotein 42 binding | AID 1085 | Q1HVG2 | actives 0.42% (n = 220,000) | inhibition, % (tested at 21.74 µM) | Fluorescence polarization binding assay, mP read-out; in the data active means inhibition above about 50%
14-3-3 Bad PPI: disrupts binding of bovine 14-3-3 zeta to phospho-Bad peptide. P63103. TR-FRET 14-3-3zeta/Dy647-pBad peptide displacement, 1 h. inhibition, % at 21.7 µM. actives 0.71% (n = 220,000);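 active means inhibition above about 70%, limit read from the data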;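 further: 0% = full 14-3-3 plus peptide FRET controls and 100% = background without 14-3-3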
Thrombin inh: thrombin (human) inhibition | alpha-thrombin, Boc-VPR-AMC fluorogenic substrate cleavage | inhibition, % at 5 µM | actives 0.26% (n = 220,000) | AID 1046;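 active means inhibition at or above 40%; inactive means inhibition below 40%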;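 further: 0% = enzyme with no compound and 100% = wells without enzyme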
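Test system: human alpha-thrombin protein / Dosing: one concentration per compound, 5 µM, with 0.2% DMSO / Medium: pH 7.5 Tris-saline with Tween 20 / Benchmarks: no-compound enzyme wells and no-enzyme blanks / Read-out basis: percent inhibition of thrombin substrate cleavage / Timing: reaction at room temperature / Measured by: fluorescence, ex 355 nm, em 460 nm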
Active calls of the source: *; . = no result given; [ ] = dose if it differs, or a comment.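 How the source made its calls, unless noted: active means inhibition above about 30% (limit read from the data); inactive means the rest.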 This is a random part of the collection (roughly 4.7% active in at least one column).

canonical_smiles,Thrombin inh,14-3-3 Bad PPI,Rad51 HR inh,EBV gp42 block,p47phox inh,hK5 inh,eIF4E 4G PPI,Cl transport mod,Furin inhibitor
COc1ccccc1OCC(=O)/C=C1/N(C)c2ccccc2C1(C)C,0,-2,-15,-29,-35,5,-2,-1.9,-7
CC(=O)OCc1c(C(F)(F)F)nn(C)c1SCc1ccc(Cl)cc1,-6,141*[fluorescence artefact?],4,0,-4,-15,0,-0.44,-15[20 µM]
O=C(COC(=O)c1ccccc1NC(=O)c1ccco1)NCCC1=CCCCC1,1,3[fluorescence artefact?],-1,-12,-8,13,-6,1.4,-16
CCCNC(=O)c1ccc2c(=O)c(O)c(-c3ccc(OC)cc3)[nH]c2c1,3,0,-5,-18,-22,9,0,-0.5,-14
CSc1ccccc1NC(=O)c1cc(-c2cccnc2)nc2ccc(Br)cc12,1,89*,13,2,31*,-24,14,1.9,-23
Cc1ccc(/C=N/NC(=O)CSc2nc3ccccc3n2Cc2ccc(Cl)cc2)o1,-4,2,10,10,-2,-6,1,0.00076,-7
Cc1cc2cc(CNC(=O)Nc3ccccc3)ccc2[nH]1,-9,-10,7,-4,-8,-7,-1,-0.39,-30
CC(=O)Nc1ccc(N2C(=O)CCC2=O)cc1C,-3,0,16,9,-7,-4,-3,0.16,-10[20 µM]

Additional records follow:
canonical_smiles,Thrombin inh,14-3-3 Bad PPI,Rad51 HR inh,EBV gp42 block,p47phox inh,hK5 inh,eIF4E 4G PPI,Cl transport mod,Furin inhibitor
COc1cc(OC)c(CN2CCN(c3ccc(F)cc3)CC2)cc1Br,2,62,-4,-13,-2,-16,10,-0.13,-17
CCN1/C(=C\c2ccc3cc(C)ccc3[n+]2CC)Sc2cc(C)c(C)cc21,-2,8,.,-41,7,-5,9,0.11,3
NC(=O)CSc1nc2ccccc2n1Cc1ccccc1F,-1,3,0,-19,9,-15,6,-0.044,20[20 µM]
COc1ccc(CNC(=O)COc2ccc(C(=O)c3ccc(F)cc3)cc2)cc1,-7,-9[fluorescence artefact?],4,0,-11,-16,10,1.3,-12
O=C(Cn1nnc(-c2ccccc2F)n1)OCC(=O)c1ccccc1,0,4,.,-2,-7,.,-2,-0.12,-7
N=c1n(CCN2CCOCC2)c2ccccc2n1CC(O)COc1ccccc1 (stereo not drawn),3,-1[fluorescence artefact?],8,-17,-3,2,-3[fluorescence artefact?],0.45,-10
COc1ccc(S(=O)(=O)N2C(=O)/C(=C3\SC(N)=NC3=O)c3ccccc32)cc1,-2,10,20,-15,-3,5,2,.,-17
O=C(Nc1ccc2c(c1)OCO2)C1CCCN(S(=O)(=O)Cc2ccccc2)C1 (stereo not drawn),-6,0,7,-21,-8,-22,1,.,-21[20 µM]

The list continues:
canonical_smiles,Thrombin inh,14-3-3 Bad PPI,Rad51 HR inh,EBV gp42 block,p47phox inh,hK5 inh,eIF4E 4G PPI,Cl transport mod,Furin inhibitor
C=CC(C)n1c(Br)nc2c1c(=O)[nH]c(=O)n2C (stereo not drawn),-3,-1,1,-27,-5,-7,13,0.52,-16
CCN1C(=O)/C(=C\N2CCCc3ccccc32)SC1=S,2,-5,7,-7,-15,28,1,.,-14
NC(=O)c1c(N)sc(=S)n1-c1ccccc1,5,-2,2,-15,-4,-3,-7,0.99,-4
Cc1ccc(C(=O)Oc2cc(-c3ccccc3)no2)cc1,5,4,.,-10,0,-15,-1[fluorescence artefact?],0.23,-13[20 µM]
Cc1ccc(/C=N\NC(=O)COc2ccc(C)cc2[N+](=O)[O-])cc1,-1,-1,13,-16,3,.,-3,0.11,-27
O=C(COc1ccc2ccccc2c1)N1CCCC1,-8,10,-3,-10,-1,8,-1,0.28,-18[20 µM]
COc1ccc(CCN(CC(=O)NC2CCCC2)C(=O)CCC(=O)Nc2cc(C)on2)cc1OC,-11,18[fluorescence artefact?],.,-4,-2,-8,2,0.0026,-13
NS(=O)(=O)c1cccc(NC(=O)Cc2ccc(Cl)c(Cl)c2)c1,-8,-12,4,-21,1,13,0,0.17,-34

(more compounds)
canonical_smiles,Thrombin inh,14-3-3 Bad PPI,Rad51 HR inh,EBV gp42 block,p47phox inh,hK5 inh,eIF4E 4G PPI,Cl transport mod,Furin inhibitor
Cc1ccc(CCNC(=O)C2CCCN(c3nc4ccccc4o3)C2)cc1 (stereo not drawn),-2,13[fluorescence artefact?],-4,-13,0,-12,4,.,-21
CCOC(=O)/C(=C/c1c(C)n(C)c2ccc([N+](=O)[O-])cc12)C(C)=O,1,-1,11,-12,-3,-10,1[fluorescence artefact?],.,-5
Cc1cc2ccccc2n1CCNC(=O)C1CCCC1,1,-4,.,-6,-16,-12,-3,-0.084,-29
CCOC(=O)C1=C(C)OC(N)=C(C#N)C1c1ccc(C)o1 (stereo not drawn),1,0,-1,-17,-9,-5,3,0.27,-2[20 µM]
CCOc1ccccc1N1CN(CC)CNC1=S,-1,-2,-1,2,0,11,-1[fluorescence artefact?],.,-12
COc1ccc(CN(C(=O)Cc2c[nH]c3ccccc23)C(C(=O)NC2CCCCC2)c2ccc(C)o2)cc1 (stereo not drawn),4,-16,-6,-8,-23,-15,-21,.,-21[20 µM]
CCCC/C(O)=C1\C(=O)CC(C)(C)CC1=NCCCCCC(=O)O,.,0,-12,-18,0,-7,2,-1.3,-4
O=C(c1cccc(F)c1)N1CCC(N2CCCCCC2)CC1,4,.,-5,6,2,2,.,0.65,-16[20 µM]

Entries listed above that bear a hit mark in p47phox inh.
canonical_smiles,Thrombin inh,14-3-3 Bad PPI,Rad51 HR inh,EBV gp42 block,p47phox inh,hK5 inh,eIF4E 4G PPI,Cl transport mod,Furin inhibitor
CSc1ccccc1NC(=O)c1cc(-c2cccnc2)nc2ccc(Br)cc12,1,89*,13,2,31*,-24,14,1.9,-23

Molecules above containing a nitro group on carbon:
canonical_smiles,Thrombin inh,14-3-3 Bad PPI,Rad51 HR inh,EBV gp42 block,p47phox inh,hK5 inh,eIF4E 4G PPI,Cl transport mod,Furin inhibitor
Cc1ccc(/C=N\NC(=O)COc2ccc(C)cc2[N+](=O)[O-])cc1,-1,-1,13,-16,3,.,-3,0.11,-27
CCOC(=O)/C(=C/c1c(C)n(C)c2ccc([N+](=O)[O-])cc12)C(C)=O,1,-1,11,-12,-3,-10,1[fluorescence artefact?],.,-5

The list goes on.
canonical_smiles,Thrombin inh,14-3-3 Bad PPI,Rad51 HR inh,EBV gp42 block,p47phox inh,hK5 inh,eIF4E 4G PPI,Cl transport mod,Furin inhibitor
COc1ccc(OCC(=O)Nc2ccc(NC(=O)c3ccco3)cc2)cc1,-4,-2[fluorescence artefact?],7,-13,-13,-7,-3[fluorescence artefact?],1.4,-24
Cc1ccc(Cl)cc1N1CCN(CC(=O)NC2CCCc3ccccc32)CC1 (stereo not drawn),-4,0,.,-18,-17,-4,0[fluorescence artefact?],-0.065,-19
CC1CCCC(C)N1S(=O)(=O)c1ccc(NC(=O)CNCC2CCCO2)cc1 (stereo not drawn),5,27,-4,-16,-13,-2,2,-0.69,-6
CC(=O)SCCC(=O)N1C(C)CCCC1C(=O)O (stereo not drawn),-11,12,-1,4,2,-18,-2,1.5,-17
CCCNC(=O)Cn1nc(C(F)(F)F)c2c1CCCC2,3,-2,-1,2,-1,-7,6[fluorescence artefact?],-0.39,-3[20 µM]
COCCSc1nnc(NC(=O)c2ccc(NC(C)=O)cc2)s1,-10,-2,-4,5,2,-2,3,0.16,-8
Cc1nc2c(sc3nc(N4CCOCC4)c4c(c32)CC(C)(C)OC4)c(-c2ccccc2)c1C(=O)O,-3,-7,-11,-31,-36,0,2,-0.7,-13
O=C(NCc1ccccc1)c1cc(S(=O)(=O)N2CCOCC2)ccc1F,0,10[fluorescence artefact?],-9,-27,-32,13,-3,-0.68,-23

(more compounds)
canonical_smiles,Thrombin inh,14-3-3 Bad PPI,Rad51 HR inh,EBV gp42 block,p47phox inh,hK5 inh,eIF4E 4G PPI,Cl transport mod,Furin inhibitor
O=C1c2cccc3cccc(c23)C(=O)N1c1ccncc1,7,4,-4,-27,-15,-7,-3[fluorescence artefact?],1.5,-14[20 µM]
O=C(NCc1cccnc1)Nc1ccccc1,-2,-1,.,-9,1,0,-4,-0.3,-18
CC(=O)C1=C(O)C(=O)N(C)C1c1ccccc1[N+](=O)[O-] (stereo not drawn),-5,-12,-17,17,1,3,1,0.95,4
Cc1ncoc1C(=O)Nc1ccccc1-c1ccccc1,0,3,4,-15,-15,-4,2,.,-9
O=C(N/N=C/c1ccccc1[N+](=O)[O-])c1ccc2c(c1)OCCO2,2,2,6,-4,-10,12,-10,.,-32
O=C(C[n+]1ccc(C(=O)c2ccccc2)cc1)Nc1ccc(C(F)(F)F)cc1,-2,-6,2,-8,-5,-5,0,-0.52,-22
Cc1ccc(S(=O)(=O)c2ccc(Cl)cc2)cc1S(=O)(=O)N1CCOCC1,4,-4,-3,-23,-7,-21,3,-0.31,-5
CC(=O)c1sc(NC(=O)c2ccc(F)c(F)c2)nc1C,-9,-11,-3,-9,-2,-16,-13,0.19,-4[20 µM]

The results go on:
canonical_smiles,Thrombin inh,14-3-3 Bad PPI,Rad51 HR inh,EBV gp42 block,p47phox inh,hK5 inh,eIF4E 4G PPI,Cl transport mod,Furin inhibitor
CN(C)c1ccc(N/C(=N\S(=O)(=O)c2cccs2)c2ccccc2)cc1,-9,4[fluorescence artefact?],3,3,3,-8,-1,-1.2,-13
O=C(C[N+]1(CC#Cc2ccccc2)CCOCC1)c1ccccc1,-16,-5,7,-6,-5,-2,2,-0.82,-7
O=C(NCC1CCCO1)c1onc(CSc2cccc3ccccc23)c1C(=O)O (stereo not drawn),-3,24,7,-2,-7,-18,-3,-0.64,-14[20 µM]
O=C(C1=C[C@@H](c2csc3ccccc23)C[C@@H](OCc2ccc(CO)cc2)O1)N1CCN(Cc2ccc3c(c2)OCO3)CC1,1,-1,.,-1,-18,4,-1,-0.35,-35
Cc1cccc(N(CC(=O)NCCSCc2ccccc2)S(C)(=O)=O)c1,9,1,-4,-14,-7,27,2,-2.3,-7
CC1(C)CC(=O)C=C(N2CCOCC2)C1,-1,-17,-14,1,6,-11,-2,0.47,-23
CCOc1cc(/C=N/Nc2ncnc(Cl)c2N)ccc1O,2,-22,.,10,-13,-2,-6,0.028,-5
COc1ccc(CN2CCC(CNC(=O)NC3CCCCC3)CC2)cc1,-5,4,3,-14,-10,-6,-15,0.67,-30

(next part)
canonical_smiles,Thrombin inh,14-3-3 Bad PPI,Rad51 HR inh,EBV gp42 block,p47phox inh,hK5 inh,eIF4E 4G PPI,Cl transport mod,Furin inhibitor
Cc1ccc(C2=Nc3ccccc3SC(c3cccc([N+](=O)[O-])c3)C2)cc1 (stereo not drawn),-2,6,18,-6,8,2,4,0.3,-17
O=C(Nc1ccccc1)c1ccncc1,-9,1,-8,-7,-13,-2,-2,0.12,-13[20 µM]
O=C(Nc1ccc2c(c1)OCO2)c1cccc2c1C(=O)N(Cc1cccnc1)C2,-11,-5[fluorescence artefact?],6,25,-3,4,6,-0.63,-14
Cc1cc2cc3c(cc2nc1SCC(=O)O)CCC3,-9,-13,5,-9,-14,-10,0,-0.013,-3
